Source: PubChem BioAssay
GPT2 inhibitor: blocks human glutamate pyruvate transaminase 2 | Q8TD30 | Recombinant GPT2, coupled pyruvate oxidase/HRP Amplex Red fluorescence | Potency, µM (titrated, usually from 57.7 µM), for the others: top-dose activity change, negative = inhibition, actives largely listed as inhibitors | 100,000 tested, 0.25% active | AID 1671188; further: potency means the concentration at half of the fitted maximal effect; nearly all actives have a fitted effect of over 60% in size; many of its hits are not listed in these tables
Target sequence (Q8TD30 whole entry, looked up): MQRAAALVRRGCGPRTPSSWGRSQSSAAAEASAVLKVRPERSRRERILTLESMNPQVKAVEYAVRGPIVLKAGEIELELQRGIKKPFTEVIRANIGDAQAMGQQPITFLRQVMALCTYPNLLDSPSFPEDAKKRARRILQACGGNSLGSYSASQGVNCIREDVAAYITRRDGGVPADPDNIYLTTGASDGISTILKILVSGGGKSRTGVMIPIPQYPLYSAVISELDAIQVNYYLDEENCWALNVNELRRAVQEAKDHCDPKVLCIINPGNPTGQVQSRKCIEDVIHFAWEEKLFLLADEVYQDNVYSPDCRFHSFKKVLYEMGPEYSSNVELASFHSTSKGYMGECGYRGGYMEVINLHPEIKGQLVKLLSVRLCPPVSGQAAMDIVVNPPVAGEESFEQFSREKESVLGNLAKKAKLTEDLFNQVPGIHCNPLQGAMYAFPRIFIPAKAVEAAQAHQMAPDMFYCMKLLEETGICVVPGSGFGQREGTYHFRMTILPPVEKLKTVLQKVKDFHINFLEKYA
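Recombinant GPT2 (10ng/uL) with 250uM a-KG and 2mM L-alanine, 30 min at room temperature, in HEPES pH 7.5 buffer. Pyruvate detected by pyruvate oxidase/HRP/Amplex Red fluorescence after 30 min in the dark; AOA (50uM) as positive control.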
HEK cytotox: HEK 293 cell cytotoxicity | 94,000 tested, 6.6% active | HEK 293 viability, ATP luminescence (CellTiter-Glo), 48-72 h | Potency, µM (highest dose often 115 µM), without a hit: at the top dose activity change, negative = cytotoxicity, most hits filed as inhibitors | AID 1345083; further: potency means the concentration at half of the fitted maximal effect; nearly all actives have a fitted effect of over 60% in size
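Viability of HEK 293 cells, plated at 250 cells/well, was judged by cellular ATP after compound treatment for 48 or 72 hr. Luminescence was imaged 10 min after CellTiter-Glo addition at room temperature.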
SNCA expr inh: inhibitors of alpha-synuclein (SNCA) gene expression | Potency, µM (doses to about 57.2 µM), for the others: at the top dose activity change, negative = inhibition, usual class: inhibitors | 140,000 tested, 0.17% active | HEK-293 SNCA-luciferase knock-in, luminescence, 24 h;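 further: potency means the concentration at half of the fitted maximal effect; plate controls were DMSO cells for no effect and cell-free wells for full effect; nearly all actives have a fitted effect of over 45% in size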
Luciferase inh: blocks purified firefly luciferase enzyme activity | AID 1347043 | Potency, µM (titrated, usually from 115 µM), without a hit: at the top dose activity change, negative = inhibition, usual class: inhibitors | P08659 | 76,000 tested, 2.5% active | purified P. pyralis luciferase, luminescence, biochemical; further: potency means the concentration at half of the fitted maximal effect; nearly all actives have a fitted effect of over 65% in size
Target sequence (P08659 whole entry, looked up): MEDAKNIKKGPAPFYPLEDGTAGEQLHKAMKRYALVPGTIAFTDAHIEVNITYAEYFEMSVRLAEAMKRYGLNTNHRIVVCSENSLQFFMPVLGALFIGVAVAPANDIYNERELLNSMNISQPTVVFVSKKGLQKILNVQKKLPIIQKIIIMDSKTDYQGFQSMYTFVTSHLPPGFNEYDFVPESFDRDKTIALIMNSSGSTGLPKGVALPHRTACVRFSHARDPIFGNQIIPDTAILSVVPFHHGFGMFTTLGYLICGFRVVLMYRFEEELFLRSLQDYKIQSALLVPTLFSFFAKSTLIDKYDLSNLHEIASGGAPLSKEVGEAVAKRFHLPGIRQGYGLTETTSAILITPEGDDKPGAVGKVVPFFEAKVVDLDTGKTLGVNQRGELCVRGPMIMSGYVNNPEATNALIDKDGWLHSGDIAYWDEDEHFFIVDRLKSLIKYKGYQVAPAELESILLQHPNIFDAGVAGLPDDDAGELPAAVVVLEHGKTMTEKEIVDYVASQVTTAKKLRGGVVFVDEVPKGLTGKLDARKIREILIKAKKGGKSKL
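Luminescence read by CCD imaging after purified firefly luciferase (10nM final) was added to substrate buffer holding 10uM D-luciferin and 10uM ATP, pH 7.5, pre-dosed with compound.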
SNCA viab count: cell viability loss counter-screen; HEK-293-SNCA-luc viability, GF-AFC fluorescence, 24 h; Potency, µM (top dose mostly 57.1 µM), inactives show at the top dose activity change, negative = cytotoxicity, actives largely listed as cytotoxic; 150,000 tested, 0.12% active;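 further: potency means the concentration at half of the fitted maximal effect; 0% = DMSO-treated cells and -100% = medium-only wells without cells; nearly all actives have a fitted effect of over 30% in size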
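Cytotoxicity counterscreen: after 24 h compound treatment of genome-edited SNCA-luciferase HEK-293 cells, live-cell protease substrate GF-AFC read by fluorescence after 30 min; activity scaled between DMSO (0%) and medium-only (-100%), curves Hill-fitted.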
IP6K1 inhibitor: IP6K1 kinase inhibition | IP6K1 kinase, ADP-Glo luminescence, 2 h; stronger effect = lower value | activity change, % (series mostly up to about 58 µM) | 140,000 tested, 0.81% active; in the data active means activity change below about -25%
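ADP-Glo luminescence measures ADP made by human IP6K1 during a 2 h RT reaction with ATP/IP6 (mix at 1.3 mM/130 uM); top library doses 57.5 and 19.1 uM final.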
NIH3T3 tox: cytotoxic compounds in NIH 3T3 cells. NIH 3T3 viability, CellTiter-Glo ATP luminescence, 48-72 h. Potency, µM (titrated, usually from 96.7 µM), inactives show at the top dose activity change, negative = cytotoxicity, actives largely listed as inhibitors. 94,000 tested, 4.3% active; further: potency means the concentration at half of the fitted maximal effect; nearly all actives have a fitted effect of over 55% in size
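Mouse fibroblast NIH 3T3 cells, 400 per well, received compound via pintool and were incubated for 48 or 72 hr prior to CellTiter-Glo ATP luminescence measurement.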
Starred values were filed as active, the others as inactive; i = inactive; ? = inconclusive; / = not tested or not shown; & = joins results of further samples; [ ] = another dose, or the depositor's remark. Unless noted, the call rests on the fitted dose curve; in most records, active means well fitted curve in the direction sought with a large enough effect; inconclusive means small, poorly fitted or top-dose-only effect, or another doubt; inactive means no such curve, though single readings can be large; an effect the other way counts as inactive or inconclusive. Unless noted, on the % scale 0 is the no-effect control and ±100 the full control effect.

SMILES	GPT2 inhibitor	HEK cytotox	SNCA expr inh	Luciferase inh	SNCA viab count	IP6K1 inhibitor	NIH3T3 tox
CC(C)c1nnc(C2CN(C(=O)COc3ccccc3)CC23CCOCC3)o1 (configuration not stated)	i	1%	-1%	0%	0%	12	-11%
CCOc1cc(=O)n2c(c1C(=O)Nc1ccc(OC)c(OC)c1)CCCC2	-9%	4%	13%	0%	4%	-15	i
c1ccc(OCc2cc(CC3(NCc4cccc5c4OCO5)COC3)no2)cc1	-9%[88.5 µM]	?	2%[87.6 µM]	-19%[172 µM]	3%[87.6 µM]	10	-22%[138 µM]
Cc1ncsc1CN1C(=O)CO[C@H](c2ccc(NC(=O)NC(C)C)cc2)[C@H]1CO	0%[88.5 µM]	i	0%[87.6 µM]	-2%[172 µM]	5%[87.6 µM]	2	i
Cc1ccc(S(=O)(=O)NCC2CCC(C(=O)NCCc3ccc(Cl)cc3)CC2)cc1 (configuration not stated)	/	/	-15%	/	5%	-9	/
c1cc(Cn2ccc3c(N4CCOCC4)nc(-c4cncnc4)cc32)ccn1	-26%[88.5 µM]	?	-2%[87.6 µM]	-12%[172 µM]	-6%[87.6 µM]	0	10µM*
COC(=O)c1scc(-c2ccc(C)cc2)c1S(=O)(=O)Nc1cccc(Cl)c1C	/	/	22%	/	-4%	29	/
O=C(NC1CCCCC1)N[C@H]1CCN2C(=O)c3cc(-c4cccs4)ccc3NC(=O)[C@H]12	i	?	-1%	7%	3%	-5	?
CN(C)CCCNC(=O)C(=O)NCC(c1ccc2c(c1)OCO2)N1CCOCC1 (configuration not stated)	/	/	14%	/	27%	9	/
Cc1ccc(NC(=O)N2CCC(CCNC(=O)Cc3cccc(F)c3)CC2)cc1	2%	-22%	101%[activator]	?	-3%	-3	-11%
O=C(NCCCc1ccccc1)c1n[nH]c2c1CN(C(=O)c1ccccc1F)CC2	i	?	7%	-19%	?	-2	35µM*
CC1(CNC(=O)c2ccc(Cl)s2)CCOCC1	-21%	8%	-10%	1%	-3%	9	-4%
c1cnnc(-c2noc(C3(Cn4cccn4)CC3)n2)c1	3%	i	2%	-4%	1%	11	-1%
CCCN1C(=O)c2[nH]nc(-c3ccccc3O)c2C1c1ccc(OCc2ccccc2)c(OC)c1 (configuration not stated)	/	/	?	/	?	11	/
O=C(CSc1nc2c(c(=O)[nH]1)CCCC2)Nc1ccccc1C(F)(F)F	/	/	?	/	6%	-5	/
NCC1CCC(C(=O)Oc2ccc(CCC(=O)O)cc2)CC1 (configuration not stated)	i	/	-25%[25.6 µM]	/	5%[23.9 µM]	8	/
O=C(Nc1ccc([C@@H](O)[C@H]2COCC(=O)N2Cc2ccc(F)cc2)cc1)c1cccnc1	4%	-8%	11%	0%	3%	-8	-10%
CC1CCCN(CCCNC(=O)Cn2ncc3c([nH]c4ccccc43)c2=O)C1 (configuration not stated)	/	/	23%	/	6%	14	/
Cc1ccc(Cn2c(C(=O)Nc3cccc(Cl)c3)cc3sccc32)cc1	/	/	16%	/	7%	-7	/
Cc1ccc(-c2nc(C(=O)NCc3ccco3)no2)cc1	5%	11%	58%[activator]	16µM*	7%	4	-15%

Single records, from the list above. Screens in order: GPT2 inhibitor	HEK cytotox	SNCA expr inh	Luciferase inh	SNCA viab count	IP6K1 inhibitor	NIH3T3 tox
CCCN1C(=O)c2[nH]nc(-c3ccccc3O)c2C1c1ccc(OCc2ccccc2)c(OC)c1 (configuration not stated) is listed as /	/	?	/	?	11	/
Cc1ccc(NC(=O)N2CCC(CCNC(=O)Cc3cccc(F)c3)CC2)cc1 is listed as 2%	-22%	101%[activator]	?	-3%	-3	-11%
O=C(NCCCc1ccccc1)c1n[nH]c2c1CN(C(=O)c1ccccc1F)CC2 is listed as i	?	7%	-19%	?	-2	35µM*
Cc1ccc(Cn2c(C(=O)Nc3cccc(Cl)c3)cc3sccc32)cc1 is listed as /	/	16%	/	7%	-7	/
Cc1ncsc1CN1C(=O)CO[C@H](c2ccc(NC(=O)NC(C)C)cc2)[C@H]1CO is listed as 0%[88.5 µM]	i	0%[87.6 µM]	-2%[172 µM]	5%[87.6 µM]	2	i

The main list resumes, starting 2 compounds before the break.
SMILES	GPT2 inhibitor	HEK cytotox	SNCA expr inh	Luciferase inh	SNCA viab count	IP6K1 inhibitor	NIH3T3 tox
Cc1ccc(Cn2c(C(=O)Nc3cccc(Cl)c3)cc3sccc32)cc1	/	/	16%	/	7%	-7	/
Cc1ccc(-c2nc(C(=O)NCc3ccco3)no2)cc1	5%	11%	58%[activator]	16µM*	7%	4	-15%
Cc1nn(-c2ccccc2)c2c1C(C1CC1)N(C1CN([S+](=O)([O-])c3ccccc3)C1)C2=O (configuration not stated)	/	?	/	/	/	10	-15%
Cc1cccc(NC(=O)Cn2c(-c3ccc(Cl)cc3)nc(C)c(CCO)c2=O)c1C	2%	-17%	-15%	-10%	-17%	-6	-7%
CNC(=O)C1CCC(Cn2c(=O)c3sccc3n(Cc3cc(C)ccc3C)c2=O)CC1 (configuration not stated)	/	/	-3%	/	5%	-12	/
O=C(Cc1ccccc1)Nc1ccc([C@@H](O)[C@H]2COCC(=O)N2)cc1	-18%[88.5 µM]	4%[172 µM]	2%[87.6 µM]	12%[172 µM]	-2%[87.6 µM]	9	3%[138 µM]
COCCN1C(=O)c2ccccc2C(C(=O)NCc2ccc(Cl)cc2)C12CCCC2 (configuration not stated)	-7%	?	-1%	9%	-3%	-5	-3%
CC(CCc1ccccc1)NC(=O)Cn1ncc2c3ccccc3n(Cc3ccc(F)cc3)c2c1=O (configuration not stated)	/	/	-17%	/	?	-3	/
O=C(NCc1ccc(F)cc1)c1cc(Br)cn2ccnc12	1%	?	94%&39%[activator]	?	5%&18%	10&-10	-8%&-29%
CCc1ccc2oc(C(=O)NCC(c3ccc(OC)cc3)N3CCCCC3)c(C)c2c1 (configuration not stated)	/	/	10%	/	8%	-12	/
COc1ccc(-c2cnc3n[nH]c(-c4ccc(OC)c(F)c4)c3n2)cn1	-8%[88.5 µM]	?	-38%[87.6 µM]	2%[172 µM]	0%[87.6 µM]	8	?
COc1cncc(Nc2cnc3ccc(N(C)Cc4ccc(F)cc4)nn23)c1	?	?	?	-8%[172 µM]	-1%[87.6 µM]	-13	?
C#CCNC(=O)c1cc(-c2ccccc2OC)c2cccn2n1	3%	-23%	23%	/	-6%	-9	-13%
COc1ccc(C(=O)Nc2cnc3ccccn3c2=O)cc1	/	/	18%	/	2%	-7	/
O=C1N(Cc2ccccc2)CCOC12CCN(Cc1cccc(F)c1)CC2	-22%[88.5 µM]	?	-28%[87.6 µM]	-5%[172 µM]	2%[87.6 µM]	0	-23%[138 µM]
CS(=O)(=O)N(C1CC1)C1CCOC2(CCN(C(=O)c3ccccc3F)CC2)C1 (configuration not stated)	4%	-18%	-25%	3%	1%	8	-20%
CN1Cc2cccn2CC1CNC(=O)Nc1cccc(F)c1 (configuration not stated)	i	?	-25%	-11%	-11%	13	?
Cc1ccc(CNC(=O)CCC2CCCN(S(=O)(=O)c3ccccc3C)C2)cc1 (configuration not stated)	-1%	?	-17%	-11%	5%	9	-28%
CCOc1ccc(CNC(=O)c2ccc3nc(C(C)C)oc3c2)cc1	/	/	96%[activator]	/	0%	4	/
COc1cccc(C(=O)N2CCC(N3C[C@H](O)C[C@H]3C(=O)N3CCC(N4CCCCC4)CC3)CC2)c1	i	-3%	-9%	1%	0%	14	2%
CCc1c(CN2CCN(c3cccc(C)c3)C(C)C2)csc1C (configuration not stated)	/	/	-17%	/	5%	5	/
Cc1cc(C)n(Cc2ccc(C(=O)N3CCCCCC3c3nnc(-c4ccccc4)o3)o2)n1 (configuration not stated)	i	?	-7%	/	-11%	-4	?
COc1cccc(C(=O)N2CCCC(n3cc(-c4nc(C(C)C)no4)nn3)C2)c1 (configuration not stated)	i	-22%	-26%	9%	-3%	9	-16%
O=C(CSc1nc2c([nH]c3ccccc32)c(=O)n1-c1ccccc1)c1ccccc1	/	/	-2%	/	-1%	10	/
COc1cccc(CNC(=O)[C@@]23CCCC[C@H]2N(CCc2ccccc2)C(=O)CC3)c1	i	?	-6%	6%	-10%	-1	?
COc1ccc(C(=O)NCCn2cc(SCC(=O)Nc3ccc(F)cc3)c3ccccc32)cc1	/	/	-4%	/	-25%	-2	/
COc1ccc(C(=O)N2CCCN(c3cc(-c4ccccc4)[nH]n3)CC2)c(OC)c1	?	40µM*	?	3%	-4%	8	-19%
CC(C)(C)[C@H](NC(=O)c1ccc(N)c(Cl)c1)C(=O)N1CCC[C@H]1C(=O)N[C@H](C#N)CC(=O)O	i	/	/	/	-3%	-11	/
O=C1CCN(CC(O)COc2ccccc2)c2ccc(F)cc2CN1C1CCCC1 (configuration not stated)	/	?	/	/	/	8	?
CCC1=C(C(=O)OC)C(c2ccccc2F)N2C(CC(=O)NCCc3cccs3)=CSC2=N1 (configuration not stated)	-3%	-32%	19%	-21%	15%	1	?
CCCOc1ccc(CCc2nc3cc(-c4c(C)noc4C)ccc3n2CCN2CCOCC2)cc1	-3%	/	/	/	0%	-7	/
Cc1noc2nc(C(C)C)cc(C(=O)NC3CCCc4c3[nH]c3c(Cl)cccc43)c12 (configuration not stated)	-7%	35µM*	-5%	7%	-1%	-3	?
COCCNC(=O)CNC(=O)c1ccc(-c2cnc3ccccc3c2)cc1	/	-12%	/	/	/	11	-20%
CSc1nc2c(c(=O)[nH]1)C(c1cccc(F)c1F)CC(=O)N2 (configuration not stated)	/	/	-3%	/	-3%	3	/
CC(C)c1nnc(C2CN(C(=O)CCc3nc4ccccc4[nH]3)CC23CCOCC3)o1 (configuration not stated)	0%	-1%	-8%	0%	-1%	2	-10%
Cc1ccc2c(c1)N1C(=O)OC[C@@H]1CCN(C(=O)CCC(=O)O)C2	i	i	7%[87.6 µM]	-6%[172 µM]	0%[87.6 µM]	-6	i
Cc1ccc(-c2noc([C@@H]3CCCN3C(=O)c3ccc(C(C)(C)C)cc3)n2)cc1	i	-1%	29%	?	-6%	0	?
Cc1ccc(-n2ncc(C(=O)NCCN3CCc4ccccc4C3)c2C2CCN(C(=O)OC(C)(C)C)CC2)c(C)c1	/	/	?	/	-27%	8	/
COc1ccc(-n2c(=O)c3c(n2Cc2ccccc2)CN(CCCc2ccccc2)CC3)cc1	i	?	-6%	-2%	?	-28*	?
O=C1NCCCCCN(Cc2cccc(F)c2)[C@@H]2C[C@@H](C(=O)N3CCc4ccccc4C3)C[C@H]12	i	?	-27%	-10%	-6%	-9	?
CCOc1ccc(NC(=O)CN(c2ccc(Cl)cc2C)S(=O)(=O)c2ccccc2)cc1	/	/	?	/	-8%	-25*	/
Cc1ccc(C(=O)NC2CCN(c3nc4ncccc4o3)C2)cc1 (configuration not stated)	i	-2%[172 µM]	3%[87.6 µM]	/	-19%[87.6 µM]	12	i
Cc1nc(-c2c3n(c(=O)[nH]c2=O)CCCC3)no1	i	-3%	-17%	1%	-1%	28	i
